RTF Ca sens inh – cardiac RTF calcium desensitization; IANBD-labeled cardiac RTF, Ca2+ fluorescence; inhibition, % at 7.15 µM; 0.12% of 340,000 active;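 active = inhibition above the mean inhibition of all tested compounds plus 3 SD, cut at about 17% in these data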;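 note: assay run at fixed EC70 calcium of 1.6 mM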
PvdQ inh – blocks Pseudomonas aeruginosa PvdQ acylase activity; purified PvdQ acylase, fluorescence plate reader; 0.063% of 340,000 active; AID 488965; inhibition, % at 10 µM; in the data active = inhibition above about 30%, passing the limit was not always enough;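 note: 0% = vehicle neutral wells and 100% = reference inhibitor wells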
SR-BI DiI inh – mouse SR-BI HDL lipid transfer inhibition; ldlA[mSR-BI] CHO cells, DiI-HDL uptake fluorescence, 3 h; inhibition, % at 12.5 µM; 0.96% of 320,000 active; AID 488896;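 active = mean replicate inhibition of at least 70% and a set share of replicates each scoring 70 or more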;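 note: 0% = median of neutral control wells and 100% = median of positive control wells; values of inactives mirror those of a sister screen read the other way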
Target sequence (Q61009 whole entry, looked up): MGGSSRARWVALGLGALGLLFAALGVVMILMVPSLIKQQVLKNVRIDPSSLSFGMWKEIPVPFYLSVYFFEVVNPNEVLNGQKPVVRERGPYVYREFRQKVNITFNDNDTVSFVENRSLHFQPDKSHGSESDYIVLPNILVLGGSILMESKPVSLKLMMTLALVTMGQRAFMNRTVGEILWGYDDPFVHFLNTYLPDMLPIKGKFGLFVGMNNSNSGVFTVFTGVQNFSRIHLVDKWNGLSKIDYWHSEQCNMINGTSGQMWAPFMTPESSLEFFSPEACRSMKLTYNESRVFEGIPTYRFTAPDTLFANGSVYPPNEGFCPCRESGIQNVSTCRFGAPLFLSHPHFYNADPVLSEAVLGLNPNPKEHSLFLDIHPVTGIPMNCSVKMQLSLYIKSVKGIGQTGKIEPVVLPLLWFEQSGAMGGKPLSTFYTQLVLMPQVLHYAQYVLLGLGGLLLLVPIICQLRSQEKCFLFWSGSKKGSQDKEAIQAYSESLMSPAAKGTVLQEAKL
NSD2 inh – blocks human histone methyltransferase NSD2 | inhibition, % at 12.5 µM | NSD2 peptide methylation, AlphaScreen, 120 min | AID 743445 | 0.54% of 310,000 active; in the data active = inhibition above about 50%
LANA DNA inh – KSHV C-LANA DNA binding inhibition. AID 504423. MBP-C-LANA/FAM-LBS DNA binding, fluorescence polarization. 0.078% of 340,000 active. inhibition, % at 9 µM;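 active = highest replicate inhibition at or above 60% at 9 µM, even if other replicates fall short; inactive = all replicates below 60% inhibition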;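 note: 0% = neutral control wells and 100% = 4 µM acridine orange control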
Keap1 Nrf2 FP – Keap1-Nrf2 (human) interaction inhibition; Keap1 Kelch-Nrf2 peptide fluorescence polarization, 1536-well; Q14145; 0.15% of 340,000 active; inhibition, % at 9.4 µM; in the data active = inhibition above about 12%;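 note: human Keap1 Kelch domain with fluorescein labeled Nrf2 9mer peptide probe; 0% = neutral control wells and 100% = peptide positive control; higher means more block of Keap1 binding to Nrf2 peptide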
DAGLB inh – blocks human DAGLB lipase activity. Q8NCG7. HEK293T DAGLB membrane lysate, EnzChek fluorogenic substrate. inhibition, % at 5.17 µM. 0.059% of 340,000 active; in the data active = inhibition above about 34%;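 note: 0% = enzyme with vehicle and 100% = wells lacking enzyme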
Arrestin-AP2 inh – human beta-arrestin and AP2 interaction inhibition. FITC-arrestin peptide / GST-AP2 beads, flow cytometry; AP2 beta2 appendage carries R879A mutation. inhibition, % at 10 µM. 0.31% of 340,000 active. AID 504490;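 active = inhibition above a set limit, near 3 SD of compounds lacking own fluorescence, cut at about 54% in these data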;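 note: plate controls were DMSO wells for no effect and 5 µM unlabelled arrestin peptide for full effect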
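Material – GST-tagged AP2 beta2-adaptin appendage (R879A) on 4 µm glutathione beads · Probe or stimulus – fluorescein-tagged arrestin peptide at 50 nM final · Timing – 12 min plus 1 h, RT · Detection – bead flow cytometry, FITC channel · Read-out basis – inhibition as reduced fluorescein signal on beads, percent · Medium – PBS plus Tween 20 (0.05%) and BSA (0.1%)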
SR-BI DiI-HDL act – enhances SR-BI lipid uptake from DiI-HDL; CHO ldlA[mSR-BI] cells, DiI-HDL uptake fluorescence, 3 h; 100 = double the neutral-control signal; 0.096% of 320,000 active; activation, % at 12.5 µM;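 active = mean replicate activation of at least 60% and every replicate at or above 60%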;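 note: 0% = median plate neutral-control signal and 100% = twice that signal; values of inactives mirror those of a sister screen read the other way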
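system = CHO ldlA[mSR-BI] cells, LDL receptor-null, SR-BI overexpressing | medium = Ham's F12 with 0.5% BSA, HEPES 25 mM, pH 7.4 | probe or stimulus = DiI-HDL 10 µg/mL | compound dosing = single-point compound dose | incubation = compound exposure 3 h, 37 °C | technique = DiI fluorescence, bottom read | read-out = cell-associated DiI fluorescence as measure of HDL uptake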
PKA-R2B activ – activates the human PKA-R2B holoenzyme complex | 0.079% of 340,000 active | AID 504700 | activation, % at 11.4 µM | P22694+P31323 | PKA-R2B holoenzyme dissociation, Cy5-IP20 fluorescence polarization; R2B truncated from residue 108, S112A mutant; 0% DMSO only, 100% 113 µM cGMP;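 active = activation above a cutoff set at the mean over all compounds plus 3 SD, cut at about 18% in these data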;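 note: higher means more holoenzyme dissociation and a rise in polarization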
Target sequence (P31323 whole entry, looked up, other chains not shown, the tested form may be a part): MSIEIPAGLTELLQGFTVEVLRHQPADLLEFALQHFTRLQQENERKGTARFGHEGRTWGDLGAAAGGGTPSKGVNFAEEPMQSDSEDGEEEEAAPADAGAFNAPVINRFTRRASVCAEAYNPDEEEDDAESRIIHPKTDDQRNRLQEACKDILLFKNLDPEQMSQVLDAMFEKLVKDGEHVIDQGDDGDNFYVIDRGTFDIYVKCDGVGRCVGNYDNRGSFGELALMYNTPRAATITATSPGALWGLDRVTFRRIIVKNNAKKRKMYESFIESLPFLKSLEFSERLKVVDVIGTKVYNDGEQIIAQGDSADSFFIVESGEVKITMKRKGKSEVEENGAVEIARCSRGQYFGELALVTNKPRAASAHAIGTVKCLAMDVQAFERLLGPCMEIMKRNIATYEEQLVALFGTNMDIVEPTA
* hit, by the source's call; nt = not tested or not shown.

The first three records (preview)
SMILES	RTF Ca sens inh	PvdQ inh	SR-BI DiI inh	NSD2 inh	LANA DNA inh	Keap1 Nrf2 FP	DAGLB inh	Arrestin-AP2 inh	SR-BI DiI-HDL act	PKA-R2B activ
Cc1cccc(OCC(=O)N(Cc2ccco2)C2CCS(=O)(=O)C2)c1C (stereo not drawn)	-7	-19	-18	nt	-0.2	-8	-2	4	18	-1
Cc1c(C(=O)Nc2ccc(-c3nnc4n3CCCCC4)cc2)oc2c1ccc1ccccc12	-1	6	49	0	-1.2	-7	-2	18	-49	-7
CCOc1cc(/C=N/n2c(COc3ccccc3)n[nH]c2=S)ccc1O	-4	1	-10	-3	-0.5	-1	5	27	10	-17

The listing, from the start:
SMILES	RTF Ca sens inh	PvdQ inh	SR-BI DiI inh	NSD2 inh	LANA DNA inh	Keap1 Nrf2 FP	DAGLB inh	Arrestin-AP2 inh	SR-BI DiI-HDL act	PKA-R2B activ
Cc1cccc(OCC(=O)N(Cc2ccco2)C2CCS(=O)(=O)C2)c1C (stereo not drawn)	-7	-19	-18	nt	-0.2	-8	-2	4	18	-1
Cc1c(C(=O)Nc2ccc(-c3nnc4n3CCCCC4)cc2)oc2c1ccc1ccccc12	-1	6	49	0	-1.2	-7	-2	18	-49	-7
CCOc1cc(/C=N/n2c(COc3ccccc3)n[nH]c2=S)ccc1O	-4	1	-10	-3	-0.5	-1	5	27	10	-17
CC(=O)N[C@@H](Cc1c[nH]c2ccccc12)C(=O)OCc1ccc(C#N)cc1	-13	-15	-8	-4	1.4	2	3	-4	8	-3
Cn1cc(S(=O)(=O)N2CCN(c3cccc(C(F)(F)F)c3)CC2)c(=O)n(C)c1=O	-2	-5	6	nt	-2.1	0	0	2	-6	-11
COCCCNC(=O)c1nc2ccccc2c(=O)n1NC(=O)Nc1c(Cl)cccc1Cl	-2	4	8	-2	0.6	-2	-2	37	-8	-9
COC(=O)C1=C(C)NC(C)=C(C(=O)OC)C1C(=O)OCC(=O)c1ccc(F)cc1	4	-4	0	-6	-0.4	-1	1	20	0	3
Cc1nc2ccc(NC(=O)c3cc(Cl)ccn3)cc2s1	-9	-9	16	-6	0.8	-5	-3	-12	-16	-7
CCCc1nnc(SCC(=O)N2CCCCC2C)n1CC (stereo not drawn)	-6	5	12	-3	0.7	-3	2	24	-12	10
O=C1NC(=O)c2cc([N+](=O)[O-])cc3cccc1c23	-7	18	-24	0	-3.4	-2	-1	-8	24	-2
CCN1CCN(c2ccc(NC(=O)c3ccc(Br)o3)cc2)CC1	1	-6	-11	14	1.0	-6	-1	-3	11	2
Cn1c(N)c(C(=O)COC(=O)CCCc2nc3ccccc3s2)c(=O)n(C)c1=O	-9	-15	-23	0	-0.4	2	-1	-1	23	0
Cc1ccc(CCNC(=O)CSCc2ccc(F)cc2)cc1	-11	-17	27	-6	1.0	5	-10	-24	-27	-4
O=C(COc1ccccc1)NCC(=O)N/N=C/c1ccco1	-13	12	-16	-2	0.1	-2	3	6	16	-4
Cc1ccccc1NS(=O)(=O)c1ccc(Cl)cc1	-1	3	0	-4	-1.0	-2	-7	48	0	-2
COC(=O)c1sccc1-n1cc(C#N)c(=O)n(C)c1=O	-1	-14	-11	-14	-0.2	5	0	-6	11	-8
Cn1c(CCC(=O)Nc2ccc(N3CCOCC3)cc2)nc(=O)c2ccccc21	-4	1	19	28	0.7	5	-1	20	-19	2
O=C(NCCC1=CCCCC1)C(=O)NCC1OCCCN1S(=O)(=O)c1ccc(F)cc1 (stereo not drawn)	-2	2	2	1	-1.3	2	1	0	-2	-1
CCOC(=O)N1CCN(C(=O)COC(=O)CSc2cc(C)c(Br)cc2C)CC1	-7	-16	-8	4	5.0	-2	-4	-6	8	-1
Oc1ccc(N=Nc2ccccc2C(F)(F)F)c2cccnc12	-8	6	51	0	2.1	0	1	35	-51	-14
COC(=O)c1oc2ccccc2c1NC(=O)c1ccccc1O	5	20	7	4	1.4	-3	-8	44	-7	-6
COC(=O)C(Cc1ccc(O)cc1)NC(=O)CCc1nc2ccccc2s1 (stereo not drawn)	-6	-1	4	1	-0.1	-1	-2	21	-4	-2
O=C(NC1CCCc2ccccc21)c1cccc(S(=O)(=O)N2CCOCC2)c1 (stereo not drawn)	1	-1	8	-3	-0.4	2	2	4	-8	-3
Cc1n[nH]c(=O)nc1NCC1CCCO1 (stereo not drawn)	-16	-17	8	0	-0.8	-2	-3	-1	-8	-1
O=C(COC(=O)C1CCC(=O)N1)Nc1ccccc1OC(F)F (stereo not drawn)	1	-13	-8	-1	-0.2	-5	0	-12	8	-10
Cc1oc(-c2ccccc2F)nc1CSCC(=O)NC1CC1	-2	-16	-6	6	0.6	-2	2	1	6	-4
Cc1ccc(-n2nnnc2SC(C)C(=O)NCC(=O)Nc2ccc(F)c(F)c2F)c(C)c1 (stereo not drawn)	0	-10	42	-3	2.3	5	-6	1	-42	-7
CCOC(=O)c1ccccc1NC(=O)CC1SC(=NC)N(C)C1=O (stereo not drawn)	-9	-14	42	3	-0.2	-1	-1	-1	-42	11
O=S(=O)(O)c1cc(O)c2cc(Nc3ccccc3)ccc2c1	16	1	-19	105*	93*	0	6	8	19	-5
COc1ccc(-n2cc(-c3ccccc3)c3c(N4CCOCC4)ncnc32)cc1	3	7	64	0	-1.1	0	-2	10	-64	-13
CCCc1[nH]n(-c2nc3ccccc3s2)c(=O)c1C=NCC(C)C	-14	1	0	4	0.7	0	1	2	0	4
CC1=C(C(=O)OC(C)C)C(C2CC=CCC2)NC(=O)N1 (stereo not drawn)	-5	2	3	1	1.5	-4	1	1	-3	-2
CSc1ccc(/C=N/NC(=O)c2ccccc2Cl)cc1	8	20	38	-4	-0.9	-6	0	8	-38	-16
COc1ccccc1NC(=O)CSc1nnc(CC(=O)Nc2ccccc2C)n1C	11	-3	nt	2	-0.7	-2	1	-4	nt	6
Cc1cnc(C(=O)NNC(=O)c2ccc(Br)cc2)cn1	-13	-8	-11	-4	0.4	-1	0	-2	11	-6
CCOc1cc(C=O)ccc1OCCCN1C(=O)NC(C)(C)C1=O	-7	-1	-15	-1	-0.1	5	1	15	15	10
C[C@@H]1CCC[C@]2(O[C@@H](CCO)C[C@H](O)[C@H]2O)O1	-12	-5	-29	nt	0.2	1	3	2	29	-12
N#Cc1cc2c(nc1SCc1cccnc1)CCCCC2	-18	9	52	nt	-0.9	-2	-2	9	-52	-9
CC1=Nc2ccccc2/C1=C\c1nc(-c2ccc(C(F)(F)F)cc2)oc1O	-45	4	37	4	4.0	0	-10	-4	-37	5
CC(C)=CCN1CCN(Cc2nc(C(C)C)cs2)CC1CCO (stereo not drawn)	-12	13	nt	nt	0.5	-2	-3	13	nt	-3
Cc1cccc(NC(=O)CSc2nnc(-c3cnccn3)n2Cc2ccco2)c1	-1	-5	8	-2	-0.6	-10	4	0	-8	1
COc1ccc(S(=O)(=O)Nc2ccccc2C(=O)NCc2ccco2)cc1Br	-5	-12	-2	-1	0.0	-2	1	9	2	-6
C/C(Cn1cnc([N+](=O)[O-])n1)=N\NC(=O)c1ccccc1O	10	-3	-8	2	-0.1	2	-3	-11	8	-1
COc1cccc(CN2CCC(n3nccc3NC(=O)CCCc3ccccc3)CC2)c1	-1	-13	-15	0	-1.5	-3	-2	-1	15	3
CC1=C(C#N)C(c2cccnc2)C2=C(CC(c3ccc(Cl)cc3)CC2=O)N1 (stereo not drawn)	0	-2	40	nt	1.8	1	4	-1	-40	4
CC(=O)Nc1ccc(C(=O)OCC(=O)NC(=O)NC(C)(C)C)cc1	-1	3	-19	1	0.3	1	1	12	19	-1
CC(C)(C)Nc1c(N)c(=O)oc2ccccc12	-1	11	-2	-1	0.0	-1	0	27	2	-4
CC(=O)N1CCN(c2nnc(-c3ccccc3)c3ccccc23)CC1	-3	-17	27	0	0.4	0	0	-17	-27	0
Cc1ccc(C23CC4CC(CC(C(=O)NC(C(=O)O)C(C)C)(C4)C2)C3)cc1 (stereo not drawn)	-1	8	-8	-1	-1.4	-1	1	3	8	3
CCCC1NC(=S)NC(C)=C1C(C)=O (stereo not drawn)	-8	-13	10	6	1.0	-8	3	-4	-10	-10
Cc1ccc(C(=O)COC(=O)C(C)N2C(=O)C3C4C=CC(C4)C3C2=O)cc1 (stereo not drawn)	4	-2	-6	0	3.4	-5	0	43	6	-10
CCOC(=O)c1cnn(-c2cc(Oc3ccccc3)ncn2)c1N	-1	3	-14	1	-1.1	4	1	-8	14	-3
CCC1=C2CC[C@H]3C(=O)N(c4ccccc4)C(=O)[C@H]3[C@H]2[C@@]2(C)C(=NCc3ccccc3)OC(=O)N2C1=O	-3	12	-9	nt	3.3	-12	-3	-4	9	5
COC(=O)c1cc(COC(=O)c2nc3nc(C)cc(C)n3n2)oc1C	-4	-7	-10	3	-0.7	4	-4	4	10	-3
COC(=O)C1=C(C)N(C2CCCCC2)C(=O)C1	7	8	-9	6	0.9	0	-2	18	9	-6
Cc1c(N=C2NN=C(c3ccc(Cl)cc3)CS2)c(=O)n(-c2ccccc2)n1C	-10	-8	5	1	-1.4	-2	1	10	-5	10
CCCCC(=O)N(c1ccc(OC)cc1)C1C=CS(=O)(=O)C1 (stereo not drawn)	-5	-10	-15	3	-1.6	1	-1	-1	15	4
COc1ccccc1N1CCN(C(=O)COc2cc(C)cc(C)c2)CC1	-6	-8	44	nt	-0.8	-7	-2	-2	-44	-12
Cc1onc(-c2ccccc2)c1CNC(=O)Nc1cccc(Cl)c1	-4	-9	8	-5	-0.6	-4	-8	-1	-8	-3
Cc1cc(NC(=O)c2cc(-c3cccc(OCC(C)C)c3)nc3ccccc23)no1	-5	-17	60	0	-1.9	-1	-6	2	-60	-1
More results.
SMILES	RTF Ca sens inh	PvdQ inh	SR-BI DiI inh	NSD2 inh	LANA DNA inh	Keap1 Nrf2 FP	DAGLB inh	Arrestin-AP2 inh	SR-BI DiI-HDL act	PKA-R2B activ
CCC(=O)N1CCN(c2ccccc2NC(=O)COc2cc(C)ccc2C(C)C)CC1	-4	-3	40	-3	3.3	-6	-9	-6	-40	3
O=S(=O)(c1ccc(NC(=S)NCc2ccncc2)cc1)N1CCCCC1	-8	-13	-10	-1	0.6	-3	1	1	10	-4
Nc1cc(Nc2ccccc2)ccn1	1	-5	-26	-1	-0.3	-3	1	1	26	-2
NC(=O)NC(Cc1ccccc1)C(=O)N1CCN(S(=O)(=O)c2ccc(Cl)cc2)CC1 (stereo not drawn)	-6	-5	3	-3	-0.2	-6	2	-4	-3	2
CCOC(=O)C1CCCN(S(=O)(=O)c2cc3c4c(c2)CCC(=O)N4CCC3)C1 (stereo not drawn)	-7	-7	-19	4	-0.4	0	0	-14	19	-11
COCCN(C(=O)COC(=O)c1cc2c(s1)CCCC2)c1c(N)n(Cc2ccccc2)c(=O)[nH]c1=O	-2	-17	10	2	-0.9	-7	3	-9	-10	-11

Compound activity from PubChem.
